Screening results deposited in PubChem by National Center for Advancing Translational Sciences (NCATS).
RECQ1 inh: RECQ1 (human) helicase inhibition; Potency, µM (titrated, usually from 57.3 µM), without a hit: top-dose activity, negative = inhibition, actives largely listed as inhibitors; RECQ1 DNA unwinding, red fluorescence kinetic read; P46063; 240,000 tested, 0.54% active;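 note: plate controls were vehicle for no effect and no enzyme for full effect; nearly all actives have a fitted effect of over 30% in size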
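50 nM RECQ1T1 preincubated 15 min with compound in Tris pH 8.0 buffer with MgCl2, DTT, Tween-20 and 2.5 ug/ml poly(dI-dC); started with 200 nM TAMRA/BHQ-2 forked duplex and 2 mM ATP. Unwinding read as fluorescence (525/598 nm), two reads 2 h apart.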
Tau FP inhib: inhibitors of human tau fibril formation | AID 1468 | P10636 | Potency, µM (top dose mostly 57.7 µM), without a hit: at the top dose activity, negative = inhibition, most hits filed as inhibitors | 280,000 tested, 0.39% active | K18 P301L tau heparin fibrillization, Alexa594 FP, 6 h; note: nearly all actives have a fitted effect of over 55% in size
Target sequence (P10636 561-689 P618L limits assumed): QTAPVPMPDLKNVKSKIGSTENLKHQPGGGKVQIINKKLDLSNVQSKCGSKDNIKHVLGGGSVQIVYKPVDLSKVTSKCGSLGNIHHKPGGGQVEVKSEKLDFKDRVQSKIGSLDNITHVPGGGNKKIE
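Quantitative HTS format: compounds meet 15 uM recombinant K18 P301L tau and Alexa 594-tau tracer in 100 mM sodium acetate pH 7; 20 uM heparin triggers fibrillization at 37 C over 6 hr; FP gives the signal.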
TexasRed fluor: counter-screen for TRb-SRC2 inhibitors: fluorescence interference | AID 1479 | TRb/SRC2 Texas Red total fluorescence interference | 280,000 tested, 0.29% active | Potency, µM (highest dose often 106 µM), inactives show top-dose fluorescence change, negative = quenching; active = well fitted curve in either direction with a large enough effect; inconclusive = small, poorly fitted or top-dose-only effect
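Flags fluorescent or light-absorbing compounds by total fluorescence, S + 2P, at 555 nm excitation and 632 nm emission. Mixture: 20 nM Texas Red SRC2 peptide, 0.6 uM human TRb LBD, 1 uM T3, 5% DMSO; compound exposure 5 h at ambient temperature.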
JMJD2E inh: JMJD2E (human) inhibition; B2RXH2; JMJD2E catalytic domain, FDH-coupled NADH fluorescence (FDH is formaldehyde dehydrogenase); Potency, µM (series often up to 57.1 µM), for inactives: at the highest dose activity change, negative = inhibition, actives largely listed as inhibitors; 230,000 tested, 1.6% active; AID 2147; active = well fitted inhibition curve with a large enough effect, not every such curve was filed as active; inconclusive = small, poorly fitted or top-dose-only effect, or another doubt; inactive = no such curve, though single readings can be large or run the other way;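 note: 0% = wells with enzyme and -100% = buffer wells without enzyme; nearly all actives have a fitted effect of over 50% in size; many of its hits are not listed in these tables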
Target sequence (B2RXH2 1-337 limits assumed): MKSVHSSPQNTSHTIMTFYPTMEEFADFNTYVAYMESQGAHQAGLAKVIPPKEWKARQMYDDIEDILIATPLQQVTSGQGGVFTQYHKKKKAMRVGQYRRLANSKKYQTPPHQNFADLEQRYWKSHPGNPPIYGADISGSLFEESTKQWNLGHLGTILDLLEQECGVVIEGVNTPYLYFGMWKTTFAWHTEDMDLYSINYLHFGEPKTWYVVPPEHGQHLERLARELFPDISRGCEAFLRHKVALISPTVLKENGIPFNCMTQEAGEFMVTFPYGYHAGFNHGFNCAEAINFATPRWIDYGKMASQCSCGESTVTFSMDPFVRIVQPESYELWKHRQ
RGS12 GoLoco inh: inhibitors of human Gai1-RGS12 GoLoco interaction (red fluorophore); P63096; 230,000 tested, 0.44% active; Gai1:RGS12 GoLoco peptide FP, rhodamine, 10 min; Potency, µM (highest dose often 61.6 µM), for the others: top-dose activity, negative = inhibition, actives largely listed as inhibitors; active = well fitted inhibition curve with a large enough effect, not every such curve was filed as active; inactive = no such curve, though single readings can be large or run the other way; note: nearly all actives have a fitted effect of over 30% in size; many of its hits are not listed in these tables
Tau ThT inhib: inhibitors of human tau fibril formation, thioflavin T binding. P10636. recombinant tau K18 P301L (four-repeat tau fragment), heparin-induced fibrillization, ThT fluorescence. Potency, µM (top dose mostly 57.4 µM), for the others: at the highest dose activity, negative = inhibition, most hits filed as inhibitors. 270,000 tested, 2.1% active; note: nearly all actives have a fitted effect of over 55% in size
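K18 P301L tau (15 uM + 0.24 uM Alexa 594-tagged), heparin 20 uM, NaOAc pH 7, 6 h 37 C; ThT 30 uM, 1 h RT, ex 450/em 510 nm.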
L3MBTL1 block: inhibitors of human L3MBTL1 | Q9Y468 | AlphaScreen L3MBTL1–H3K9me1 peptide binding | Potency, µM (doses to about 57.1 µM), for inactives: at the highest dose activity, negative = inhibition, usual class: inhibitors | 230,000 tested, 0.66% active; note: nearly all actives have a fitted effect of over 60% in size
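AlphaScreen proximity signal between nickel-chelate acceptor and streptavidin donor beads (final 10 ug/mL) reports binding of 50 nM L3MBTL1 to 75 nM biotin-H3 K9me1 peptide; complex incubated with compounds 30 min at room temperature; cefsulodin titration as control.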
TRb-SRC2 inh: TRbeta-SRC2 interaction inhibition; P10828; TRbeta-SRC2 peptide binding, fluorescence polarization; receptor liganded with 1 µM T3; Potency, µM (doses to about 106 µM), for inactives: top-dose activity change, negative = inhibition, most hits filed as inhibitors; 280,000 tested, 0.065% active;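 note: plate controls were bound peptide for no effect and peptide without receptor for full effect; nearly all actives have a fitted effect of over 50% in size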
Target sequence (P10828 whole entry, looked up): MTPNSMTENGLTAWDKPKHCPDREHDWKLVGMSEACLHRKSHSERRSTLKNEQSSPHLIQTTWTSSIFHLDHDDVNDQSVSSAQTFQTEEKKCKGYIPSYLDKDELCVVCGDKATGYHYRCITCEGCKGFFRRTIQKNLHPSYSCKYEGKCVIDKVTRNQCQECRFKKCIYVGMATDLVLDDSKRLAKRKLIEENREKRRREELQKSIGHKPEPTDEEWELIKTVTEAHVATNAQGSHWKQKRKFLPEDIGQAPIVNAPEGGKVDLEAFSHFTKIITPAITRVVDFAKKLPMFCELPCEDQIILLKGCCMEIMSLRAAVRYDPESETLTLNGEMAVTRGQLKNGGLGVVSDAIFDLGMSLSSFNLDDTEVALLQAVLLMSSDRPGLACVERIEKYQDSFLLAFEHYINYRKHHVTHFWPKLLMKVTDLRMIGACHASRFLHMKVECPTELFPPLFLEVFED
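Compounds were added to 0.6 uM TRb ligand-binding domain and 20 nM Texas Red-labeled SRC2 peptide in Tris buffer containing 1 uM T3, incubated 5 hr at ambient temperature, then read by fluorescence polarization.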
Active calls of the source: *; i = inactive; ? = inconclusive; · = not tested or not shown; & = joins results of further samples; [ ] = another dose, or the depositor's remark. Unless noted, calls come from the whole dose curve; as a rule, active = well fitted curve in the direction sought with a large enough effect; inconclusive = small, poorly fitted or top-dose-only effect, or another doubt; inactive = no such curve, though single readings can be large; an effect the other way counts as inactive or inconclusive. Unless noted, % is set by controls: 0 for no effect and ±100 for the full control effect; potency is the fitted concentration of half-maximal effect. A portion of the library; rates above refer to the full screens.

SMILES | RECQ1 inh | Tau FP inhib | TexasRed fluor | JMJD2E inh | RGS12 GoLoco inh | Tau ThT inhib | L3MBTL1 block | TRb-SRC2 inh
c1ccc(CSc2nnc3ccc(-c4ccco4)nn23)nc1 | 0% | 7% | -2% | ? | 7% | 1% | 11% | -2%
COc1ccc(CCNC(=O)c2c(-c3ccccc3Cl)noc2C)cc1 | -2% | -3% | 0% | -5% | -2% | -9% | · | 2%
CCCS(=O)(=O)N1CC(=O)N(c2cccc(Cl)c2)C(C)(C(=O)NC2CCCCC2)C1 (stereo unspecified) | · | 1% | -6% | · | · | 2% | · | 3%
COc1cccc(CNc2ccc(C)c(Cl)c2)c1 | i | 4% | -3% | -17% | 8% | ? | 22% | 8%
C=CCn1c(C)cc(-c2csc(NCC)n2)c1C | -4% | -14% | 8% | -14% | 108%[activator] | ? | · | 7%
COC(=O)c1ccc(CSc2nncn2C)cc1 | -7% | -8% | 1% | -2% | 1% | -12% | -2% | -7%
Cc1cc(C)c(S(=O)(=O)n2c([N+](=O)[O-])cnc2C)cc1C | -9% | 3% | ? | -3% | -9% | -4% | 21% | -1%
CCOc1ccc(NC(=O)c2ccc(OC)cc2)cc1 | i | -3% | 0% | ? | -3% | -13% | 9% | -19%
COC(=O)c1ccc(NC(=O)CCN2CCN(c3ccccc3)CC2)cc1 | 6% | 8% | -1% | 1% | 2% | ? | -12% | 2%
CCOC(=O)c1c(NC(=O)C2c3ccccc3Oc3ccccc32)sc(C(=O)N(CC)CC)c1C | 6% | 0% | 0% | 2% | 4% | 5% | -6% | -1%
Cc1cc(C)cc(-n2c(SCC(=O)N3CCC(C)CC3)nc3c([nH]c4ccccc43)c2=O)c1 | · | -5% | -23% | · | · | 3% | · | 5%
CCNC(=O)COC(=O)c1csc2c1CCCC2 | -2% | 4% | 0% | 3% | 6% | 0% | 8% | 6%
CC(C)CCn1c(=O)c2cccnc2n(CC(=O)Nc2ccccc2F)c1=O | · | -18% | -11% | · | · | 5% | · | 3%
Nc1nc(SCC(=O)c2ccc(F)cc2)n[nH]1 | i | 1% | -1% | -7% | 7% | -4% | 0% | -1%
Cc1cccc(N(C)C(=O)C2CCC(CNS(=O)(=O)c3cccc4nsnc34)CC2)c1 (stereo unspecified) | · | 7% | 2% | · | · | -10% | · | -2%

Single entries from the entries so far:
Cc1cc(C)c(S(=O)(=O)n2c([N+](=O)[O-])cnc2C)cc1C in RECQ1 inh = -9%
CCOc1ccc(NC(=O)c2ccc(OC)cc2)cc1 in Tau FP inhib = -3%
COC(=O)c1ccc(CSc2nncn2C)cc1 in JMJD2E inh = -2%

More results.
SMILES | RECQ1 inh | Tau FP inhib | TexasRed fluor | JMJD2E inh | RGS12 GoLoco inh | Tau ThT inhib | L3MBTL1 block | TRb-SRC2 inh
C=CCSc1nnc(NC(=O)CSc2nc(CCC)cc(=O)[nH]2)s1 | -13% | -2% | -1% | 6% | 0% | 0% | -8% | 0%
Cn1c(=O)n(-c2cccc(Cl)c2)c(=O)c2sc3ccccc3c21 | · | -5% | 4% | · | · | ? | · | 1%
C/C(CC(=O)NC(C)(C)C)=N\NC(N)=S | -7% | 2% | -2% | -19% | 11% | -15% | 3% | -2%
Cc1nn(-c2ccccc2Cl)c2sc(C(=O)Nc3nnc(C4CC4)s3)cc12 | -1% | -9% | -1% | ? | 9% | -2% | 2% | 1%
COC(=O)C(C)N(C(=O)c1ccc(Cl)cc1)c1c(C)cccc1C (stereo unspecified) | -4% | -13% | 2% | -3% | -3% | -10% | · | -1%
CC(C)(C)CC(=O)Nc1nnc(SCC(=O)Nc2ccccc2F)s1 | 5% | 8% | 0% | 7% | -2% | 3% | · | -9%
COCCCNC(=O)c1ccc(CNS(=O)(=O)c2ccc(NC(C)=O)cc2)cc1 | -10% | -7% | 2% | ? | 191% | -9% | -6% | 4%
Cc1c2cnn(CC(=O)NCc3ccc(F)cc3)c(=O)c2c(C)n1Cc1ccccc1F | · | -3% | 0% | · | · | 4% | · | -1%
COc1cc(OC)cc(C(=O)Nc2ccc3nc(N4CCCCC4)cc(C)c3c2)c1 | · | ? | -2% | · | · | ? | · | 3%
c1ccc(-c2onc3cc4c(cc23)OCCO4)cc1 | -4% | -7% | -4% | -15% | -1% | ? | · | 4%
O=C(CCCN1C(=O)/C(=C\c2cccs2)SC1=S)Nc1ccccn1 | 20% | ? | -4% | -9% | 27% | ? | -19% | -5%
CCOC(=O)COc1c(OC)cc(Cl)cc1C1Nc2ccccc2C(=O)N1c1ccccc1 (stereo unspecified) | -18% | 4% | -1% | ? | -3% | -11% | · | 0%
COC(=O)c1ccccc1N(Cc1ccccc1)S(C)(=O)=O | -2% | -1% | 1% | -5% | 5% | 8% | -2% | 6%
Cc1c(Nc2nc3ccccc3n3c(C)nnc23)cccc1C(=O)O | · | -16% | -15% | · | · | 8% | · | -6%
Cc1ccc(NC(=O)CN2C(=O)C(c3ccccc3)=NC23CCCCC3)cc1C | · | -12% | -1% | · | · | 2% | · | 1%
O=C(Nc1ccccc1)c1cn2ccccc2n1 | -5% | 6% | -9% | 4% | 7% | -5% | 52%[activator] | -3%
Cc1ccc(C)c(NC(=S)NC(NC(=O)OCc2ccccc2)C(Cl)(Cl)Cl)c1 (stereo unspecified) | 4% | ? | 0% | -3% | 1% | -5% | 1% | -3%
C/C(=N\NC(N)=S)c1ccc2c(c1)OCCO2 | -2% | -1% | -4% | 2% | 15% | ? | -1% | 2%
CCCC1=C(C(=O)OCC)C(c2cccnc2)n2nc(C)nc2N1 (stereo unspecified) | -9% | 2% | -1% | 3% | 7% | -3% | -4% | -4%
COc1cccc(/C=N/Nc2nc(N3CCCC3)nc(N3CCCC3)n2)c1O | -8% | 3% | -3% | 1% | 6% | ? | -16% | -16%
NS(=O)(=O)c1ccc(CNC(=O)C2CCCCC2)cc1 | -6% | -3% | -1% | 3% | 5% | 5% | -1% | 1%
Nc1c(S(=O)(=O)c2cccs2)c2nc3ccccc3nc2n1Cc1ccc2c(c1)OCO2 | -6% | 1% | 0% | 1% | · | -8% | 2% | 4%
Cc1ccc(/C=N/n2c(C3CCCCC3)n[nH]c2=S)o1 | -1% | -20% | 0% | -7% | 0% | -10% | -8% | -8%
CC1=C(C)[N+](=O)C2CCCCC2N1[O-] (stereo unspecified) | 4% | 8% | -2% | -3% | -7% | -1% | 27%[11.4 µM] | 6%
CCC/C(=N/NC(=O)c1ccc2c(c1)OCO2)c1cccs1 | 6% | -1% | 0% | -2% | 0% | 8% | -5% | 5%
Cc1ccc(CCNC(=O)CS(=O)Cc2nc(-c3ccccc3C)oc2C)cc1 (stereo unspecified) | · | -2% | -20% | · | · | -14% | · | -5%
O=C(Nc1ccc(NC(=O)c2sc3ccccc3c2Cl)cc1)c1ccco1 | -10% | -3% | 1% | 4% | -2% | ? | 6% | 3%
C[C@@H]1C[C@H]2[C@@H]3CCC4=CC(=O)C=C[C@]4(C)[C@@]3(F)[C@@H](O)C[C@]2(C)[C@H]1C(=O)CO | -11% | -17% | -2%&0% | -7% | 5%&4% | -15% | -1% | 0%&8%
CCN(Cc1ccncc1)C(=S)NCc1ccccc1 | i | 0% | -3% | -15% | 9% | -1% | 1% | -11%
COc1ccc(NC(=O)CCCOc2cc(=O)n(C)c3ccccc23)c(OC)c1 | · | 6% | 0% | · | · | -9% | · | -9%
Cc1nnc(SCc2ccc(Cl)cc2)nc1/C=C/N(C)C | -23% | 2% | 6% | 4% | 10% | ? | 0% | 3%
Cc1cccc2c1N(C)C(=O)C2=O | i | 0% | -2% | -3% | 2% | -11% | · | 1%
S=C(Nc1cccc(Cl)c1)Nc1ccc2cn[nH]c2c1 | -6% | -12% | ? | 1% | -3% | ? | -8% | -6%
CCCCNC(=O)Nc1nnc(C(C)(C)C)s1 | 4% | -2% | -2% | 6% | 13% | -3% | -7% | -13%
O=C(Nc1ccc(Cl)c(Cl)c1)Oc1ccc(NC(=O)c2ccco2)cc1 | i | ? | -1% | -8% | 15% | 2% | · | -22%
Clc1ccc(CNc2ccc3nnc(-c4ccccc4)n3n2)cc1 | -6% | -3% | 0% | -9% | -9% | -10% | 3% | 2%
CCNc1cc2n(c(=O)n1)CCc1cc(OC)c(OC)cc1-2 | -12% | 5% | 0% | ? | 4% | ? | 3% | -1%
O=S(=O)(NCc1ccccn1)c1ccccc1 | -11% | 2% | -5% | 2% | 29% | -5% | · | -11%
O=C(NCc1cccc(Cl)c1)c1cc2c(s1)-c1ccccc1SC2 | · | ? | -1% | · | · | 0% | · | 13%

By substructure: the entries above containing an aryl thioether with sulfur outside any ring
SMILES | RECQ1 inh | Tau FP inhib | TexasRed fluor | JMJD2E inh | RGS12 GoLoco inh | Tau ThT inhib | L3MBTL1 block | TRb-SRC2 inh
c1ccc(CSc2nnc3ccc(-c4ccco4)nn23)nc1 | 0% | 7% | -2% | ? | 7% | 1% | 11% | -2%
COC(=O)c1ccc(CSc2nncn2C)cc1 | -7% | -8% | 1% | -2% | 1% | -12% | -2% | -7%
Cc1cc(C)cc(-n2c(SCC(=O)N3CCC(C)CC3)nc3c([nH]c4ccccc43)c2=O)c1 | · | -5% | -23% | · | · | 3% | · | 5%
Nc1nc(SCC(=O)c2ccc(F)cc2)n[nH]1 | i | 1% | -1% | -7% | 7% | -4% | 0% | -1%
C=CCSc1nnc(NC(=O)CSc2nc(CCC)cc(=O)[nH]2)s1 | -13% | -2% | -1% | 6% | 0% | 0% | -8% | 0%
CC(C)(C)CC(=O)Nc1nnc(SCC(=O)Nc2ccccc2F)s1 | 5% | 8% | 0% | 7% | -2% | 3% | · | -9%
Cc1nnc(SCc2ccc(Cl)cc2)nc1/C=C/N(C)C | -23% | 2% | 6% | 4% | 10% | ? | 0% | 3%
